CendR NRP1 mod = modulators of CendR peptide binding to human neuropilin-1; O14786; actives 0.85% (n = 360,000); AID 602438; inhibition, % at 25 µM; FAM-RPARPAR peptide binding to NRP-1, fluorescence polarization;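 active = inhibition or corrected inhibition above about 18%, plus a signal ratio from 0.5 to 1.5, limit read from the data, passing the limit was not always enough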; also: strong numbers were not always called active
LMPTP inh = blocks human LMPTP phosphatase; P24666; recombinant LMPTP-A, OMFP fluorogenic substrate, fluorescence intensity; inhibition, % at 20 µM; actives 0.22% (n = 360,000); AID 651560;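 active = compounds that cut the enzyme signal by at least half of the control window in the single-dose screen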;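 also: plate controls were DMSO wells with enzyme plus substrate for no effect and substrate without enzyme for full effect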
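Assay system: LMPTP-A, protein tyrosine phosphatase of low molecular weight / Medium: pH 6.0 Bis-Tris buffer with DTT and Triton X-100 / Schedule: 50 min enzyme reaction at room temperature, protected from light / Measured by: endpoint fluorescence intensity from OMFP dephosphorylation / Read-out basis: % inhibition relative to no-enzyme and uninhibited control wells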
Scp1 inh = Scp-1 (human) phosphatase inhibition. actives 0.88% (n = 340,000). Q9GZU7. inhibition, % at 20 µM. AID 493091. Recombinant Scp1, phosphopeptide, malachite green phosphate absorbance;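 active = inhibition above about 50% at 20 µM, limit read from the data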;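 also: plate controls were DMSO wells with enzyme for no effect and wells lacking enzyme for full effect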
Target sequence (Q9GZU7 76-261 limits assumed): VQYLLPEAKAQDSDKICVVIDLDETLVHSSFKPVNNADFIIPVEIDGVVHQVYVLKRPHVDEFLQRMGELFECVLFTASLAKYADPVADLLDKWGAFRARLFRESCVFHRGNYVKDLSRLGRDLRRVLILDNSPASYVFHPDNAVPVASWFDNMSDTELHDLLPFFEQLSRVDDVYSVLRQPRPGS
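Test system: SCP-1 catalytic domain; Buffer or medium: Acidic Tris acetate buffer with magnesium and detergent; Also added: Phosphorylated 17-residue peptide substrate; Compound: single 20 µM dose, 1% DMSO; Schedule: enzyme reaction 45 min at room temperature, colour 5 min, stabilisation 30 min; Signal: Phosphate-binding colour reagent, absorbance read at 630 nm.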
TbMetRS inhib = Trypanosoma brucei MetRS inhibition | actives 0.4% (n = 360,000) | purified T. brucei MetRS, ATP depletion, Kinase-Glo luminescence | AID 624268 | inhibition, % at 11.9 µM;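 active = inhibition above a per-plate cutoff of the control wells' mean inhibition plus 3 SD, cut at about 5.5% in these data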;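 also: 0% = DMSO wells median and 100% = median of wells with control inhibitor compound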
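Test system – parasite MetRS enzyme · Reagent – substrates ATP, L-methionine and bulk Escherichia coli tRNA · Doses – 11.9 µM compound single dose, 0.9% DMSO · Times – 15 min enzyme-compound preincubation, 2 h reaction, 10 min detection, 25 °C · Signal – Kinase-Glo luminescence, ATP depletion format · Controls – DMSO-only wells as low control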
STEP inh = inhibitors of human striatal-enriched phosphatase STEP | inhibition, % at 20 µM | actives 0.25% (n = 360,000) | recombinant STEP, OMFP fluorogenic substrate, fluorescence;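 active = inhibition at 20 µM, scaled per plate between control wells, above about 37%, limit read from the data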;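 also: 0% = DMSO with enzyme and substrate and 100% = substrate only without enzyme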
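Material: STEP (striatal-enriched tyrosine phosphatase) enzyme, cell-free; Compound dosing: 20 µM single dose in 1% DMSO; Technique: fluorescence read at 480 nm ex / 540 nm em; Times: reaction 20 min, ambient temperature; Medium: 50 mM Bis-Tris pH 6.0 with 2.5 mM DTT and 0.005% Tween 20; Also added: OMFP at 25 µM.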
MsrA inhibitor = inhibits bovine methionine sulfoxide reductase A | purified bovine MsrA, absorbance read-out | inhibition, % at 15.5 µM | actives 0.75% (n = 360,000) | AID 651718; in the data active = inhibition above about 4.5%;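 also: 0% = vehicle wells with enzyme and 100% = reference inhibitor wells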
eLon inh = inhibitors of E. coli Lon protease. P0A9M0. purified E. coli Lon protease, fluorescence polarization. inhibition, % at 7.94 µM. actives 0.42% (n = 360,000). AID 602123; in the data active = inhibition above about 13%, passing the limit was not always enough;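 also: 0% = enzyme with probe and DMSO and 100% = no enzyme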
Target sequence (P0A9M0 whole entry, looked up): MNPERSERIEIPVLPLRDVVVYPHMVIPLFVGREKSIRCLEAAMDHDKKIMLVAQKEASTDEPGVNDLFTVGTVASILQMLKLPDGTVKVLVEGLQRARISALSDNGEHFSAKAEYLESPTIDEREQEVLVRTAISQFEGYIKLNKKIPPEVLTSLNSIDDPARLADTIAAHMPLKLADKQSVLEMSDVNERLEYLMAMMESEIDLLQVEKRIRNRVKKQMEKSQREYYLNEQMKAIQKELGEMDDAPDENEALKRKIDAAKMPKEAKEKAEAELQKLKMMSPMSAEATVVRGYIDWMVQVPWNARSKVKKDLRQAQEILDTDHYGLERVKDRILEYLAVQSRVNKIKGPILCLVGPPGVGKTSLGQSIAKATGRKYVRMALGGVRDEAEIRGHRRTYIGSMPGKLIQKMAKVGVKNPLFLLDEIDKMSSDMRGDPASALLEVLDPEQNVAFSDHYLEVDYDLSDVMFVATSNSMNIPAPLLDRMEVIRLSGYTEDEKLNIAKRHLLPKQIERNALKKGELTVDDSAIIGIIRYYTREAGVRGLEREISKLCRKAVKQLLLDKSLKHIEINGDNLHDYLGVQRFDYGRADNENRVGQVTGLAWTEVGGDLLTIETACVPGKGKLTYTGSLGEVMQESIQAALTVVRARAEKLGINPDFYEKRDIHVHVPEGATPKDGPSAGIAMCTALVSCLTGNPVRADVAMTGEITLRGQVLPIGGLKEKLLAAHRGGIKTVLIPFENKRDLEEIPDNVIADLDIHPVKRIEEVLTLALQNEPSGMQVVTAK
DNMT1 block = DNMT1 (human) enzyme inhibition | actives 0.83% (n = 360,000) | AID 588458 | inhibition (reported as % activation of signal), % at 10 µM | DNMT1 molecular beacon, Hinp1I cleavage, fluorescence; in the data active = inhibition above about 50%
bovine MsrA act = bovine methionine sulfoxide reductase A activation; activation, % at 10.6 µM; actives 0.3% (n = 360,000); purified bovine MsrA, absorbance read-out; in the data active = activation above about 7.5%;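 also: 0% = vehicle and 100% = reference activator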
SUMO1 PPI mod = modulators of human SUMO1-mediated protein-protein interactions; P63165; SUMO1 binding to a labelled peptide, TR-FRET, 1 h; inhibition, % at 20 µM; actives 0.33% (n = 360,000); in the data active = inhibition above about 37%
Target sequence (P63165 whole entry, looked up): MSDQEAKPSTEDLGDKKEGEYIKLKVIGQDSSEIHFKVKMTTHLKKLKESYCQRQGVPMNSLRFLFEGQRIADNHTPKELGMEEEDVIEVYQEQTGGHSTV
An asterisk follows results filed as active; nt = not tested or not shown.

CendR NRP1 mod	LMPTP inh	Scp1 inh	TbMetRS inhib	STEP inh	MsrA inhibitor	eLon inh	DNMT1 block	bovine MsrA act	SUMO1 PPI mod	molecule
12	1.9	-2	-0.6	1	0.7	2	4	-8	-4	CCc1ccc(NC(=S)Nc2ccc(S(=O)(=O)Nc3ncccn3)cc2)cc1
-5	-0.8	-8	0.8	1	-0.6	-2	1	-4	-5	Cc1ccccc1-n1c(SCC(=O)N(C)C2CCS(=O)(=O)C2)nc2ccccc2c1=O (stereo unspecified)
4	0.0	-7	-0.1	-1	0.8	-4	1	-1	-1	Oc1ccc(-c2nccc(-c3ccccn3)n2)cc1
3	-1.1	-5	-0.9	-2	1.3	-3	1	-3	-10	CCOc1ccccc1N1CCN(Cc2cc3c(cc2[N+](=O)[O-])OCO3)CC1
-14	3.6	-6	1.4	0	2.3	1	-45	-3	7	Nc1ccc(-c2nc3c(ccc4ccccc43)[nH]2)cc1
4	-0.7	-7	0.6	-3	-0.5	-3	2	0	3	Cc1cc(C)n2nc(C(=O)N(C)C(c3ccccc3)c3ccccc3)nc2n1
16	-1.2	-2	-1.2	-3	-0.8	-2	4	-9	4	COC(=O)/C(=C/c1ccc(F)cc1)NC(C)=O
7	0.2	-5	-0.2	-3	nt	-1	-7	-4	-4	[O-]/[N+](=C\c1ccncc1)c1ccc(Br)cc1
0	-1.3	-8	-0.2	5	-0.3	-3	5	2	5	COC1=NS(=O)(=O)c2ccccc21
7	-0.3	-1	-0.4	0	-0.2	-7	5	-4	0	CN1CCN(S(=O)(=O)c2cccc(C(=O)Oc3cccc(C#N)c3)c2)CC1
-10	0.7	-1	-0.5	1	-0.1	-6	-6	-9	4	Cc1cc(-n2c(C)cc(C(=O)CSc3nc(N)cc(=O)[nH]3)c2C)no1
-12	-1.2	-2	-0.9	0	-0.4	5	-3	-7	-2	CN(C)CCN(C(=O)c1ccc2c(c1)OCCO2)c1nc2ccc(Cl)cc2s1

Filtered by structure, the compounds so far with sulfur (six)
CendR NRP1 mod	LMPTP inh	Scp1 inh	TbMetRS inhib	STEP inh	MsrA inhibitor	eLon inh	DNMT1 block	bovine MsrA act	SUMO1 PPI mod	molecule
12	1.9	-2	-0.6	1	0.7	2	4	-8	-4	CCc1ccc(NC(=S)Nc2ccc(S(=O)(=O)Nc3ncccn3)cc2)cc1
-5	-0.8	-8	0.8	1	-0.6	-2	1	-4	-5	Cc1ccccc1-n1c(SCC(=O)N(C)C2CCS(=O)(=O)C2)nc2ccccc2c1=O (stereo unspecified)
0	-1.3	-8	-0.2	5	-0.3	-3	5	2	5	COC1=NS(=O)(=O)c2ccccc21
7	-0.3	-1	-0.4	0	-0.2	-7	5	-4	0	CN1CCN(S(=O)(=O)c2cccc(C(=O)Oc3cccc(C#N)c3)c2)CC1
-10	0.7	-1	-0.5	1	-0.1	-6	-6	-9	4	Cc1cc(-n2c(C)cc(C(=O)CSc3nc(N)cc(=O)[nH]3)c2C)no1
-12	-1.2	-2	-0.9	0	-0.4	5	-3	-7	-2	CN(C)CCN(C(=O)c1ccc2c(c1)OCCO2)c1nc2ccc(Cl)cc2s1

Next entries follow:
CendR NRP1 mod	LMPTP inh	Scp1 inh	TbMetRS inhib	STEP inh	MsrA inhibitor	eLon inh	DNMT1 block	bovine MsrA act	SUMO1 PPI mod	molecule
-2	-1.3	76*	-1.7	-1	-0.3	-8	0	-6	3	CN=c1nc(-c2ccccc2)n(-c2ccccc2)s1
-10	6.1	5	0.1	5	1.5	2	-3	0	5	N#Cc1c(NC(=O)c2ccc(Cn3cc(Br)cn3)o2)sc2c1CCCCC2
-9	1.5	-8	-1.7	0	1.1	-3	-2	0	3	COc1cc(Nc2cc(C)nc3ncnn23)cc(OC)c1OC
-6	-1.1	1	-1.0	15	1.1	-12	-5	-5	9	CCOCCCNC(=S)N(CCO)Cc1cc2cc3c(cc2[nH]c1=O)OCCO3
-9	-0.9	1	-1.3	-1	0.0	-23	-4	-10	1	COc1ccc(NC2=CC(c3ccc(OC)c(OC)c3)N(c3ccc(OC)cc3)C2=O)cc1 (stereo unspecified)
7	-0.2	-11	-0.8	-2	-0.7	0	-1	-8	1	O=C(CN1CCCCC1)Nc1ccc(S(=O)(=O)N2CCCCCC2)cc1
-2	-2.3	nt	0.3	0	1.0	-7	6	-8	2	Cc1cc(C)c(CN2CCN(C(=O)CC[C@H]3O[C@@H](n4ccc(=O)[nH]c4=O)[C@H](O)[C@@H]3O)CC2)c(C)c1
13	-4.0	100*	-0.7	0	0.2	4	2	-1	0	Nn1c(SCC(=O)Nc2ccc3c(c2)OCCO3)nnc1C(F)(F)F
5	3.9	1	0.3	4	-0.6	3	0	-2	6	S=C(Nc1cc(Cl)ccc1Oc1ccccc1)N1CCN(c2ccccn2)CC1
21	-1.3	6	-0.1	-2	2.3	-11	-4	-5	-3	COC(=O)CCc1c[nH]c2ccc([N+](=O)[O-])cc12
-16	1.7	-6	8.8*	3	5.9*	-4	0	-1	-14	COc1cccc(/C=N/Nc2nc3ccccc3[nH]2)c1O
4	4.7	6	-1.0	1	0.3	1	1	-4	-2	CC(=O)Oc1c(Cl)cc(Cl)cc1/C=C/c1ccc2ccccc2n1
-4	-1.3	-4	0.1	2	4.4	2	1	-2	-11	COc1ccc(/C=C/C(=O)Nc2nc(N)n(-c3ccccc3)n2)cc1
2	-0.4	1	-0.3	0	3.0	-1	1	-8	-1	O=C(CNC(=O)c1cc2c(n(-c3ccccc3)c1=O)CCCC2=O)c1ccccc1
16	-1.7	-2	-0.5	-2	1.0	-5	0	-8	-4	NC(=O)c1cc(S(=O)(=O)N2CCOCC2)ccc1N1CCCC1
9	0.2	-6	-0.2	-1	0.3	-7	1	-2	5	COc1cccc(CNS(=O)(=O)c2c(C(=O)N3CCCCCC3)c(C)n(C)c2C)c1
-23	37	34	-0.1	-1	-0.2	-1	14	1	19	Cc1c(C(=O)OC2CCCC2)[nH]c2c1C(=O)CC(c1ccco1)C2 (stereo unspecified)
4	0.0	3	0.1	-2	0.9	3	1	-1	-6	Cc1ccc[n+](CC(=O)Nc2nc3ccccc3s2)c1
-4	-1.3	-5	-0.8	1	0.4	1	1	-3	1	COc1cc(CC(=O)OCC(=O)Nc2cccc([N+](=O)[O-])c2)cc(OC)c1OC
0	0.0	-1	0.1	0	2.2	-6	-4	-2	0	Cc1ccc(C(=O)Cn2c(C)cc(C)c(C#N)c2=O)cc1
22	-0.4	1	0.4	-2	-0.7	-4	0	-1	2	COc1ccc(OC)c(C(C(=O)NC2CCCCC2)N(C(=O)c2ccccn2)c2cccnc2)c1 (stereo unspecified)
9	0.3	-13	-0.3	-5	0.4	-21	4	-3	0	CN(Cc1cnn(C)c1)C(=O)C1CCC(=O)N(Cc2ccc(Cl)cc2)C1 (stereo unspecified)
7	-1.4	-1	-0.5	-1	0.1	-9	1	-6	-4	Cn1c(Cc2cccs2)nnc1SCC(=O)Nc1ccc(F)cc1F
-24	-1.3	-3	5.6	-1	5.7*	-91	-2	-4	-13	CN(C)c1ccc(/C=C(\NC(=O)c2ccccc2)C(=O)N/N=C/c2ccc(C(=O)O)cc2)cc1

3 compounds already listed, sorted by the value under CendR NRP1 mod, high to low:
Molecule	CendR NRP1 mod
NC(=O)c1cc(S(=O)(=O)N2CCOCC2)ccc1N1CCCC1	16
CN(Cc1cnn(C)c1)C(=O)C1CCC(=O)N(Cc2ccc(Cl)cc2)C1 (stereo unspecified)	9
COc1ccc(/C=C/C(=O)Nc2nc(N)n(-c3ccccc3)n2)cc1	-4

Next part:
CendR NRP1 mod	LMPTP inh	Scp1 inh	TbMetRS inhib	STEP inh	MsrA inhibitor	eLon inh	DNMT1 block	bovine MsrA act	SUMO1 PPI mod	molecule
-12	14	-3	-2.4	0	nt	3	-23	-8	-1	O=C(Nc1ccc(N2CCCC2)cc1)C(Cl)c1ccccc1 (stereo unspecified)
-13	-0.6	-8	0.8	10	0.1	-6	-2	0	-7	CN(C)S(=O)(=O)c1ccc(C(=O)OCn2nnc3ccccc3c2=O)cc1
17	-1.9	-2	0.3	-3	0.1	-2	4	-1	7	O=C(c1ccccc1)N1CCN(CC(O)COc2ccc(Br)cc2)CC1 (stereo unspecified)
-9	-6.8	-4	0.3	-2	2.2	-3	3	-3	0	Cc1ccc(C)n1CCN1CCN(C(=O)CC#N)CC1
-1	-0.7	-5	-0.5	1	1.5	-20	-1	-10	-8	CSc1ccc(/C=C(\NC(=O)c2ccc(C)cc2)C(=O)NN)cc1
7	1.1	-5	-0.1	0	-0.8	5	-1	1	5	Cc1ccc(S(=O)(=O)N(C)c2ccc(C(=O)NCc3ccccc3F)cc2)cc1
27*	2.4	-7	0.2	0	1.1	-10	-9	-4	8	COc1ccc(NS(=O)(=O)c2cc(NC(=O)C3=NN(c4ccccc4)C(=O)CC3)ccc2OC)cc1
9	-3.1	-9	-0.4	-1	-1.0	2	-13	-3	-4	Cc1ccc(CN2CC(=O)N3[C@H]4c5cc(Cl)ccc5OC[C@@H]4[C@H](c4ccccc4)[C@]3(C)C2=O)cc1
-1	5.2	78*	-0.3	44*	-0.6	-6	29	-3	11	CCOc1ccc(C(=O)Nc2ccc(NC(=O)c3ccccc3)c(C)c2)cc1[N+](=O)[O-]
6	-2.7	2	-0.4	2	0.2	1	-1	-3	3	COc1cc(O)c(C(CC(=O)N2CCCC(C)C2)c2cc(OC)c(OC)c(OC)c2)c(OC)c1 (stereo unspecified)
0	-1.4	-5	-0.5	2	-0.1	-6	-1	-6	-13	Cn1c(CO)cnc1S(=O)(=O)Cc1ccc([N+](=O)[O-])cc1
-3	0.2	-5	0.2	2	0.0	1	0	-4	-3	CCCCOC(=O)c1ccc(NC(=S)NC(=O)c2c(Br)c(C)nn2C)cc1
4	-0.4	-1	-0.9	1	1.4	-10	2	-3	-5	C=CCNC(=O)COc1ccc(S(=O)(=O)NC2CCCCC2)cc1
-1	-1.3	nt	-0.8	2	0.1	-9	1	-2	4	C[C@H](CO)N1C[C@H](C)[C@@H](CN(C)C(=O)C2CCCCC2)OCc2cnnn2CCCC1=O
1	-0.7	-7	-1.7	3	-0.4	-9	4	-7	4	Cc1ccc(-n2ncc3c(SCc4ccccc4)ncnc32)cc1
-1	2.1	-12	-0.2	8	-1.5	-6	-1	-1	-15	O=[N+]([O-])c1ccc(N2CCN(C(=S)c3cccc([N+](=O)[O-])c3)CC2)cc1
-6	26	89*	-1.2	57*	0.4	-6	10	-7	5	Cc1ccc(-c2c(NCCc3ccccc3)c(=O)c2=O)cc1

Compounds were not picked by outcome (roughly 4.3% active in at least one column).
